TSHR antagonist: Antagonists of the Thyroid Stimulating Hormone Receptor: HTS campaign. Thyrotropin receptor (Homo sapiens), P16473. TSHR-expressing cells, TSH-stimulated cAMP HTRF, 2 h; active compounds read low. activity change, negative = inhibition, % at 11.5 µM. 330,000 tested, 0.2% active;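 active = activity change below a set negative limit, meaning inhibition stronger than a set level, cut at about -70% in these data; inconclusive = activity change between two set negative limits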; also: % is scaled to controls: 0 for no effect and ±100 for the full control effect
Target sequence (P16473 whole entry, looked up): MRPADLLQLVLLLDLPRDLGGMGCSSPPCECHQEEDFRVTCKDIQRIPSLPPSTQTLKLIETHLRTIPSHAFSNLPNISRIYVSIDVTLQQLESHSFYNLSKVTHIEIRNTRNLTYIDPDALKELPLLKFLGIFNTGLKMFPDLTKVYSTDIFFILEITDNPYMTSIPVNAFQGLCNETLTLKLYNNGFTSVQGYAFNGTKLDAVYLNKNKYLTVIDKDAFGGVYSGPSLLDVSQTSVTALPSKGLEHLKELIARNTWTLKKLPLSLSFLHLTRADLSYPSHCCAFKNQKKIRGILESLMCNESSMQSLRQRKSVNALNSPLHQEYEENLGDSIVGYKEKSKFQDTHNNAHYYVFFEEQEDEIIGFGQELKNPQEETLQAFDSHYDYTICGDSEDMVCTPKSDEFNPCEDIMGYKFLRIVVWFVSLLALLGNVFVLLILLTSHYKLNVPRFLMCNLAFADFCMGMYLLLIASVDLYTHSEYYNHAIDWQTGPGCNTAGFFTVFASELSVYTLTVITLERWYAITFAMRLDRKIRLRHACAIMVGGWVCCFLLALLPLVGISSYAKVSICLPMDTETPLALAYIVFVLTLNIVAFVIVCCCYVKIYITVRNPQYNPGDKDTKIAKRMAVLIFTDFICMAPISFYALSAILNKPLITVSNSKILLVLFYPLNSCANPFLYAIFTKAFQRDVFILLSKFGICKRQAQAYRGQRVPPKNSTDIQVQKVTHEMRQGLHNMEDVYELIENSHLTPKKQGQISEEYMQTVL
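TSHR-expressing cells, 200/well, pre-treated with compound, then stimulated with EC80 TSH (4nM final) for 2 hours at 37 deg C. cAMP measured by competitive HTRF: anti-cAMP cryptate antibody in lysis buffer plus cAMP-d2, read after 30 minutes at room temperature.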
Mito fusion act: qHTS Assay for Small Molecule Inhibitors of Mitochondrial Division or Activators of Mitochondrial Fusion | Potency, µM (top dose mostly 46.1 µM), inactives show top-dose growth rescue (activation), actives largely listed as activators | S. cerevisiae fusion-defective mutant growth rescue, CellTiterGlo 48 h | 320,000 tested, 0.23% active;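 also: potency is read from the fitted curve at half-maximal effect; % of control where 0% means no effect; nearly all actives have a fitted effect of over 45% in size; temperature-sensitive fusion mutants such as fzo1-1 at 37 °C on non-fermentable ethanol glycerol medium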
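Growth-rescue viability read-out: after 48 h at the non-permissive 37C in glycerol/ethanol YPEG, yeast mitochondrial fusion mutants are measured by CellTiterGlo luminescence; compounds (23 nl pinned per well) restoring growth score as division inhibitors or fusion activators.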
KCNH2 3.1 inh: qHTS for Inhibitors of KCHN2 3.1: Mutant qHTS; Potassium voltage-gated channel subfamily H member 2, brain isoform KCNH2 3.1 (human); U2OS KCNH2 3.1, thallium flux FluxOr; active compounds read low; 340,000 tested, 0.95% active; activity change, % (tested at about 1.8 µM);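 active = maximum activity change below -70%; inconclusive = maximum activity change from -70% to -50%; inactive = maximum activity change above -50%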;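 also: thallium influx rate constant from kinetic fluorescence after stimulation buffer; % is scaled to controls: 0 for no effect and ±100 for the full control effect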
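U2OS cells transduced with KCNH2 3.1 mutant virus (1.77 x 10^8 /mL, 4 h), plated overnight at 37 C, loaded 45 min with FluxOr dye plus Red40 quencher. Thallium flux rate constant from kinetic reads after stimulation buffer, normalised to controls.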
Eya2 phos inh: qHTS Assay for Inhibitors of the Phosphatase Activity of Eya2 | 330,000 tested, 0.006% active | recombinant Eya2, OMFP fluorescence dephosphorylation (OMFP is methylfluorescein phosphate) | Protein phosphatase EYA2 (Homo sapiens), O00167 | Potency, µM (top dose mostly 76.9 µM), for the others: top-dose activity, negative = inhibition, actives largely listed as inhibitors; also: potency is read from the fitted curve at half-maximal effect; % is scaled to controls: 0 for no effect and ±100 for the full control effect
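Eya2 protein (added as 0.2 uM solution) was preincubated with compound for 10 min at ambient temperature in 50 mM HEPES pH 7.5, 50 mM NaCl, 5 uM MgCl2, 0.05% BSA, 1 mM DTT. OMFP (added at 50 uM) then reacted 10 min; fluorescence read at 485/525 nm.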
ELG1 repair inh: qHTS screen for small molecules that inhibit ELG1-dependent DNA repair in human embryonic kidney (HEK293T) cells expressing luciferase-tagged ELG1. HEK293T ELG1-luciferase reporter, luminescence, 16 h; DNA damage induced by 5-fluorouridine. Potency, µM (doses to about 46.1 µM), for the others: at the highest dose activity change, negative = inhibition, most hits filed as inhibitors. 330,000 tested, 2.3% active. AID 504467, 2011; also: potency is read from the fitted curve at half-maximal effect; % is scaled to controls: 0 for no effect and ±100 for the full control effect; nearly all actives have a fitted effect of over 55% in size
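Step one: seed 2,000 cells per well. Step two: pin-transfer compound or DMSO alongside 5-fluorouridine. Step three: incubate 16 hr, 37 °C, 5% CO2. Step four: add ONE-Glo, wait 30 min, read luminescence.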
A-T KAP1 phos: qHTS Assay for Identifying a Potential Treatment of Ataxia-Telangiectasia; […] A-T fibroblasts, KAP-1 phosphorylation AlphaLISA; neocarzinostatin DNA damage 30 min before lysis; Potency, µM (titrated, usually from 57.5 µM), for the others: at the top dose activation, most hits filed as activators; 320,000 tested, 0.19% active; also: potency is read from the fitted curve at half-maximal effect; % of control where 0% means no effect; nearly all actives have a fitted effect of over 45% in size
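ATM-like activity read as KAP-1 phosphorylation via AlphaLISA donor/acceptor antibody pairs after lysis and 6 hr at 25C. Cells were ATM-null patient fibroblasts ([…], hTERT), dosed 60 min, then exposed to the DSB inducer NCS for 30 min.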
TCR activator: Activators of T cell receptors: qHTS campaign. primary human leukocytes, anti-CD3, IL-2 HTRF, 48 h. 330,000 tested, under 10 active. Potency, µM (highest dose often 9.22 µM), for the others: top-dose activation of IL-2 secretion, hits mostly activators; also: % of control where 0% means no effect
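48 hr co-incubation of compounds, a-CD3 beads and primary human leukocytes; IL-2 quantified homogeneously by HTRF with anti-IL-2 K and d2 conjugates.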
USP2a inh: qHTS Assay for Inhibitors of Ubiquitin-specific Protease USP2a Using CHOP2 as the Reporter. USP2 core, Ub-CHOP2 coupled fluorogenic reporter, 485/531. 330,000 tested, 0.01% active. Potency, µM (highest dose often 38.3 µM), without a hit: top-dose activity change, negative = inhibition, actives largely listed as inhibitors;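 also: potency is read from the fitted curve at half-maximal effect; plate controls were DMSO wells for no effect and full inhibition by NEM control for full effect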
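Deubiquitinase activity read as fluorescence (485/531 nm) after Ub-CHOP2 cleavage activates the enterokinase reporter on its substrate; USP2 core 10nM, Ub-CHOP2 and substrate 25nM each, 30min compound preincubation then 60min RT; data normalized to NEM, curves fitted.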
KCNH2 WT inh: qHTS for Inhibitors of KCHN2 3.1: Wildtype qHTS | Voltage-gated inwardly rectifying potassium channel KCNH2 (Homo sapiens), Q12809 | U2OS, BacMam KCNH2, thallium flux FluxOr; active compounds read low | activity change, % at 1.84 µM | 340,000 tested, 0.37% active | AID 720551, 2013;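 active = maximum activity change below -70%; inconclusive = maximum activity change between -70% and -50%; inactive = maximum activity change above -50%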; also: % is scaled to controls: 0 for no effect and ±100 for the full control effect
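U2OS cells transduced with wild-type KCNH2 virus are loaded with FluxOr dye for 45 min, and thallium flux is measured in kinetic reads before and after stimulation buffer. Rate constants are normalized to DMSO controls.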
TRPV1 agonist: HTS Assay for Compounds that Act as Agonists of the Vanilloid Receptor 1; Transient receptor potential cation channel subfamily V member 1 (Homo sapiens), Q8NER1; TRPV1-expressing cells, Fluo-8 calcium influx, agonist mode; activation, % at 8.33 µM; 320,000 tested, 0.19% active; AID 540275, 2011; in the data active = activation above about 80%; inconclusive = between about 30% and that limit; also: 0% is about no effect
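Cells expressing TRPV1 were dye-loaded with Fluo-8 and read kinetically: 10 s baseline, 3 min after compound (agonist portion), then 2 min after EC20 capsaicin (allosteric enhancer portion). Calcium-bound dye fluorescence at 480/520 nm.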
* hit, by the source's call; u = inconclusive; x = no result given; [ ] = dose if it differs, or a comment. Unless noted, calls follow the shape of the dose curve; as a rule, active = well fitted curve in the direction sought with a large enough effect; inconclusive = small, poorly fitted or top-dose-only effect, or another doubt; inactive = no such curve, though single readings can be large; an effect the other way counts as inactive or inconclusive.

SMILES	TSHR antagonist	Mito fusion act	KCNH2 3.1 inh	Eya2 phos inh	ELG1 repair inh	A-T KAP1 phos	TCR activator	USP2a inh	KCNH2 WT inh	TRPV1 agonist
CCn1c(SCC(N)=O)nnc1-c1ccc2c(c1)OCO2	-9	15%	-2	14%	2%	6%	-5%	-1%	-4	0
COc1cc(OC)cc(C(=O)NCC(=O)N2CCCCCCC2)c1	4	-1%	-2	10%	12%	4%	-2%	6%	9	2
O=C1C2C3C=CC(C2C(=O)N1C1CCCCC1)C1C2C(=O)N(C4CCCCC4)C(=O)C2C31 (centres undefined)	4	-17%	1	-11%	14%	3%	u	3%	6	-2
CCN1C/C(=C/c2cccs2)c2nc3ccccc3c(C(=O)O)c2C1	2	-3%	-1	1%	-8%	1%	2%	9%	3	11
CC(C)c1ccc(C(O)Cc2nc3ccccc3n2C)cc1 (centres undefined)	2	3%	-8	5%	u	-4%	-3%	0%	27	u
CCOC(=O)c1cnn(CCOC(=O)c2ccccc2)c1NC(=O)c1ccccc1	1	-4%	3	0%	-11%	0%	-2%[46.1 µM]	-1%	7	11
Fc1ccc(NC(=S)N2CCN(c3ncccn3)CC2)cc1	3	3%	-13	1%	6%	2%	-4%	11%	-10	4
O=C1C=C(N2CCN(C(=O)c3ccccc3)CC2)C2(CCCCC2)O1	-5	0%	-20	2%	-18%	-5%	-1%	2%	9	2
CCN(CC)c1ccc(C(=O)OCC(=O)Nc2ccccc2-c2ccccc2)cc1	-16	17%	-14	1%	u	9%	2%[46.1 µM]	-2%	x	9
COc1cc(/C=N/NC(=O)CNC(=O)c2ccc3c(c2)OCCO3)ccc1O	-3	2%	-2	0%	-4%	1%	-1%	7%	-5	u
Cc1ccc(S(=O)(=O)CC(=O)Nc2ccc3nc(C)sc3c2)cc1	-8	-15%	13	4%	4%	3%	-7%	0%	3	8
Cc1nnc(Nc2ccc(O)cc2)[nH]c1=O	1	5%	-1	-1%	-2%	2%	10%	-1%	9	0
C=CCNC(=S)N/N=C(\C)c1cc(OC)c(OC)c(OC)c1	-5	-4%	-34	6%	-8%	2%	-1%[46.1 µM]	4%	-1	0
O=S(=O)(CC(CN1CCCCC1)N1CCCCC1)c1ccc2ccccc2c1 (centres undefined)	-2	0%	4	-15%	u	33%	x	2%	-5	9
Cc1nc(NC(=O)CN2CCN(c3cccc(Cl)c3)CC2)sc1C(=O)N(C)C	8	-1%	27	0%	-2%	-12%	x	-1%	3	1
CCOC(=O)COc1ccc(/C=C2/SC(=Nc3ccccc3)N(Cc3cccnc3)C2=O)cc1OC	-23	2%	-1	7%	u	-4%	5%	0%	-6	10
O=C(COc1ccccc1Cc1ccccc1)Nc1cccc(S(=O)(=O)N2CCOCC2)c1	-17	29%	-28	1%	u	2%	2%	0%	7	27
CCn1c(=O)cc(O)c2c(=O)n(C)c(=O)n(C)c21	46	-3%	0	28%	-2%	x	-2%	4%	-13	3
COc1cccc(CNS(=O)(=O)c2cc3c(cc2C)NC(=O)CO3)c1	17	0%	-29	10%	7%	1%	1%	0%	-9	5
Cc1ccc(C(=O)NCCc2nnc3ccc(N4CCCC4)nn23)cc1	6	-1%	4	-12%	25%	9%	-2%	-1%	3	1

Compounds listed so far that have an aryl methoxy group:
SMILES	TSHR antagonist	Mito fusion act	KCNH2 3.1 inh	Eya2 phos inh	ELG1 repair inh	A-T KAP1 phos	TCR activator	USP2a inh	KCNH2 WT inh	TRPV1 agonist
COc1cc(OC)cc(C(=O)NCC(=O)N2CCCCCCC2)c1	4	-1%	-2	10%	12%	4%	-2%	6%	9	2
COc1cc(/C=N/NC(=O)CNC(=O)c2ccc3c(c2)OCCO3)ccc1O	-3	2%	-2	0%	-4%	1%	-1%	7%	-5	u
C=CCNC(=S)N/N=C(\C)c1cc(OC)c(OC)c(OC)c1	-5	-4%	-34	6%	-8%	2%	-1%[46.1 µM]	4%	-1	0
CCOC(=O)COc1ccc(/C=C2/SC(=Nc3ccccc3)N(Cc3cccnc3)C2=O)cc1OC	-23	2%	-1	7%	u	-4%	5%	0%	-6	10
COc1cccc(CNS(=O)(=O)c2cc3c(cc2C)NC(=O)CO3)c1	17	0%	-29	10%	7%	1%	1%	0%	-9	5

The list goes on.
SMILES	TSHR antagonist	Mito fusion act	KCNH2 3.1 inh	Eya2 phos inh	ELG1 repair inh	A-T KAP1 phos	TCR activator	USP2a inh	KCNH2 WT inh	TRPV1 agonist
COc1ccccc1CN1CC(C(=O)NCc2ccc(N3CCCC3=O)cc2)CCC1=O (centres undefined)	8	3%	-11	-2%	11%	12%	14%	-4%	8	-2
Cc1ccc2cc(CN(CCN(C)C)C(=O)Nc3ccc(Cl)cc3)c(=O)[nH]c2c1	-11	-4%	-35	2%	4%	7%	5%	1%	-5	-3
Cc1ccccc1NC(=O)/C(C#N)=C/c1ccccc1C(F)(F)F	10	16%	6	-3%	u	5%	-5%[46.1 µM]	2%	-7	-2
CN(C(=O)Cn1nc(C(=O)O)c2ccccc2c1=O)C1CCCCC1	27	x	2	-11%	16%	4%	-2%[46.1 µM]	2%	0	x
O=C(CCNC(=O)c1ccc(Br)cc1)Nc1ccccc1N1CCCCC1	4	14%	8	-27%	-1%	-3%	2%	-5%	1	26
Fc1c(F)c(F)c(NC2=NCCCCC2)c(F)c1F	-2	2%	-3	29%	u	-1%	5%	3%	-2	u
S=C1NC[C@H](CC2CCCCC2)N1CCCCC1CCCCC1	-7	-14%	x	-11%	-16%	-41%	9%	3%	x	u
O=C(Nc1ncccn1)c1cc(-c2ccc(F)cc2)nc2ccccc12	15	-7%	-7	-3%	4%	-7%	-3%	1%	2	28
CC12CCC(=O)N1C(C(=O)Nc1ccc(Br)cc1Cl)CS2 (centres undefined)	35	2%	-6	-3%	1%	10%	-8%	2%	-10	3
COc1ccc(N(CC(=O)NCc2ccc(C)cc2)S(=O)(=O)c2c(C)nn(C)c2C)cc1	0	3%	-30	-2%	-5%	11%	3%	2%	-2	-1

Copied from above, 4 compounds:
SMILES	TSHR antagonist	Mito fusion act	KCNH2 3.1 inh	Eya2 phos inh	ELG1 repair inh	A-T KAP1 phos	TCR activator	USP2a inh	KCNH2 WT inh	TRPV1 agonist
S=C1NC[C@H](CC2CCCCC2)N1CCCCC1CCCCC1	-7	-14%	x	-11%	-16%	-41%	9%	3%	x	u
O=C(Nc1ncccn1)c1cc(-c2ccc(F)cc2)nc2ccccc12	15	-7%	-7	-3%	4%	-7%	-3%	1%	2	28
CC12CCC(=O)N1C(C(=O)Nc1ccc(Br)cc1Cl)CS2 (centres undefined)	35	2%	-6	-3%	1%	10%	-8%	2%	-10	3
COc1ccc(N(CC(=O)NCc2ccc(C)cc2)S(=O)(=O)c2c(C)nn(C)c2C)cc1	0	3%	-30	-2%	-5%	11%	3%	2%	-2	-1

Further entries follow:
SMILES	TSHR antagonist	Mito fusion act	KCNH2 3.1 inh	Eya2 phos inh	ELG1 repair inh	A-T KAP1 phos	TCR activator	USP2a inh	KCNH2 WT inh	TRPV1 agonist
COc1ccc(Br)cc1C(=O)NC(=S)Nc1ccc(CN2CCOCC2)cc1	-11	-8%	-34	-2%	u	5%	-3%	2%	1	-8
FC(F)(F)c1ccc(Oc2ccc3ccccc3c2Br)nc1	0	-4%	-4	-12%	0%	10%	-6%[46.1 µM]	-2%	-2	8
Cn1c(=O)n(C)c2cc(NC(=O)c3ccc(F)cc3)ccc21	3	2%	-2	-5%	u	-8%	10%	-2%	-3	13
O=C(Nc1ccc(S(=O)(=O)N2CCN(Cc3ccccc3)CC2)cc1)c1cnccn1	-15	-4%	-6	-1%	u	2%	1%	1%	2	u
CC(C)[C@H](NC(=O)c1ccc(Cl)c([N+](=O)[O-])c1)C(=O)NCc1ccc(F)cc1	-3	2%	-9	-3%	21%	-6%	2%[46.1 µM]	7%	6	13
O=[N+]([O-])c1ccc(C2OCCO2)cc1CS(=O)(=O)c1ccccc1	-5	-6%	-18	-6%	10%	1%	-5%	3%	-4	20
O=C(COC(=O)c1ccc(Br)o1)Nc1cccc(S(=O)(=O)N2CCCCC2)c1	-10	x	-5	4%	6%	1%	1%	0%	-13	x

Bioassay records (PubChem BioAssay)

Only part of the results is shown; count on the stated rates, not on these rows.
